Screening results from PubChem.
TCR-CD3 inh = blocks the human TCR-CD3 interaction; hit rate 0.37% among 360,000; TAMRA-labeled TCR probe fluorescence, biochemical; AID 651800; inhibition, % at 9.4 µM; in the data active = inhibition above about 19%;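 also: recombinant mutant TCR 2C K166C tagged with TAMRA read by polarization; 0% = receptor in buffer alone and 100% = receptor with positive control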
MBD2 inh = blocks human MBD2 binding to methylated DNA | Q9UBB5 | TR-FRET, MBD2 binding to methylated oligonucleotide | inhibition, % at 4.4 µM | hit rate 0.31% among 370,000 | AID 686964; in the data active = inhibition above about 13%
LEDGF integ inh = blocks HIV-1 LEDGF/p75-dependent DNA integration. TR-FRET IN-LEDGF/p75 DNA integration, Eu/Cy5. inhibition, % at 3.7 µM. hit rate 0.64% among 370,000;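 active = inhibition above the screen-wide mean plus 3 SD, cut at about 13% in these data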;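 also: signal is the Cy5 over europium emission ratio at 671 and 618 nm; 0% = plate median of compound wells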
ABHD4 inh = ABHD4 (mouse) inhibition, primary FP screen; Q8VD66; AID 720543; purified mABHD4, FP-Rh probe fluorescence polarization; hit rate 0.54% among 370,000; inhibition, % at 8.92 µM;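 active = inhibition exceeding the mean over every tested compound plus 3 SD, cut at about 30% in these data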;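 also: 0% = plate median of compound wells and 100% = S159A mutant with DMSO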
Target sequence (Q8VD66 whole entry, looked up): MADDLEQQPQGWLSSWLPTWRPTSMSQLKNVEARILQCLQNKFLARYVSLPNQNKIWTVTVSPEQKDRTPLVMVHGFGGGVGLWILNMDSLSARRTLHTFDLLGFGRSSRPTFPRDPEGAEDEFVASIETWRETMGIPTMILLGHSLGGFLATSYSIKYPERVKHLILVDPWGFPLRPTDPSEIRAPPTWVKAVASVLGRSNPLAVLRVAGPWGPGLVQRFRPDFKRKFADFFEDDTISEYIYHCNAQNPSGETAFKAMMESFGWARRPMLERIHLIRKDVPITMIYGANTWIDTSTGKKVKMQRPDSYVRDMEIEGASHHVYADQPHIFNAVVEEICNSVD
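assay system = mABHD4 protein | compound dosing = single nominal dose of 8.92 µM, 0.89% DMSO final | read-out basis = percent inhibition of probe binding, normalized to plate controls | schedule = Enzyme–compound pre-incubation 45 min, then probe 60 min, both 25 °C | detection = fluorescence polarization, excitation 525 nm, emission 598 nm, BODIPY TMR filters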
NPR2 activator = GC-B (human) receptor activation | HEK293-GC-B cells, CNP EC30, cGMP TR-FRET; 0% at EC30 CNP, 100% saturating CNP | activation, % at 10 µM | P20594 | hit rate 0.11% among 370,000;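 active = activation at 10 µM reaching about 35% in either raw or pattern-adjusted values, limit read from the data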
TDP2 absorb = blocks human TDP2 phosphodiesterase activity; AID 720702; recombinant TDP2, T5PNP hydrolysis, p-nitrophenol absorbance 415 nm; inhibition, % at 12.8 µM; hit rate 0.34% among 370,000;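 active = inhibition above the mean of all tested compounds plus 3 SD, set per campaign, cut at about 25% in these data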;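 also: 0% = DMSO with enzyme and 100% = buffer with substrate but no TDP2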
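Assay system: Recombinant human TDP2 | Quantity: 120 nM TDP2 per well | Incubation: 2 h at 37 °C | Signal: Epi absorbance | Evaluation: Percent inhibition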
HTRA1 inh = blocks human HTRA1 serine peptidase. AID 504803. recombinant HTRA1, FP-rhodamine activity-based probe, fluorescence polarization. hit rate 0.5% among 340,000. inhibition, % at 5.96 µM; in the data active = inhibition above about 36%;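 also: 0% = enzyme with DMSO and 100% = wells lacking enzyme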
rCAG RNA binder = molecules binding r(CAG) RNA repeats | r(CAG) RNA repeat, TO-PRO-1 dye displacement fluorescence | inhibition, % at 3 µM | hit rate 1.3% among 370,000 | AID 651821;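 active = inhibition above the plate cutoff, the mean of all test compounds on that plate plus 3 SD, cut at about 35% in these data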;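 also: 0% = DMSO alone and 100% = 100 µM mitoxantrone as full dye displacement; higher means more dye released from RNA so lower well fluorescence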
SIAE primary = human SIAE inhibition, primary screen | inhibition, % at 9.66 µM | SIAE FP-Rh probe binding, fluorescence polarization | Q9HAT2 | hit rate 0.69% among 370,000;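 active = inhibition above a cutoff: mean of compounds within the control limits plus 3 SD of those, cut at about 17% in these data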;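 also: 0% = plate median of compound wells and 100% = probe without SIAE protein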
Target sequence (Q9HAT2 whole entry, looked up): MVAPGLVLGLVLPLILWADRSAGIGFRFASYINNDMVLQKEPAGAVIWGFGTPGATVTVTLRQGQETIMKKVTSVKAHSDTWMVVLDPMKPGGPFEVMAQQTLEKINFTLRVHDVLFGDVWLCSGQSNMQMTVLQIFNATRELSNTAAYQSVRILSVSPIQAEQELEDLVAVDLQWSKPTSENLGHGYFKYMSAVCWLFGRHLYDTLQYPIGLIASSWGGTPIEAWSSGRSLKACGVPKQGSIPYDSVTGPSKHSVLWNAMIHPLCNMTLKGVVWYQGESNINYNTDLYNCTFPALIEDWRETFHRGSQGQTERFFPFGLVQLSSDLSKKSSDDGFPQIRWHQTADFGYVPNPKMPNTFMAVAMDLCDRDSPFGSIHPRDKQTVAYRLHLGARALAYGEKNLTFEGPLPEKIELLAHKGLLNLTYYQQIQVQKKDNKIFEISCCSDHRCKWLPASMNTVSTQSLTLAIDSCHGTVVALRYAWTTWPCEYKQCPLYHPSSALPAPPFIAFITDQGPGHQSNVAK
PRMT1 inh = PRMT1 (human) inhibition, primary screen; Q99873; recombinant PRMT1, activity-based probe fluorescence polarization; inhibition, % at 2.79 µM; hit rate 1.3% among 370,000; AID 652257;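 active = inhibition above about 21% made by adding two undisclosed values, limit read from the data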
The depositor's hits bear a star; nt = not tested or not shown. This is a subset; rates above refer to the full screens.

entry | structure | TCR-CD3 inh | MBD2 inh | LEDGF integ inh | ABHD4 inh | NPR2 activator | TDP2 absorb | HTRA1 inh | rCAG RNA binder | SIAE primary | PRMT1 inh
1 | CC(C)(C)c1ccc(CC(=O)N2CCC2(C)C(=O)NS(=O)(=O)c2ccccc2C(F)(F)F)cc1 (centres undefined) | 0 | 1 | -4 | 8 | -3 | 2 | nt | 58* | 0 | 8
2 | Cc1ccc(-c2csc(NC(=O)c3ccc4c(=O)n5c(nc4c3)CCCCC5)n2)cc1 | 9 | -3 | -1 | 0 | 2 | -1 | -4 | 3 | -8 | -4
3 | Cc1ccc(CSC2=CS(=O)(=O)c3ccccc3N2)cc1 | 4 | -4 | -1 | -3 | -3 | 3 | -16 | -1 | 1 | -2
4 | CC1(C)CC(=O)c2cn3nc(C(F)(F)F)nc3nc2C1 | 1 | -3 | -3 | -6 | -5 | 17 | 8 | -2 | 6 | -3
5 | S=C(NCCCN1CCOCC1)N1CCN(c2nc(-c3ccc(Cl)cc3)cs2)CC1 | -3 | -4 | 0 | 10 | -13 | 4 | 12 | -2 | 1 | -1
6 | OCC1(CCc2ccccc2)CCCN(CCCc2ccccc2)C1 (centres undefined) | 8 | -1 | -1 | 1 | -11 | -10 | -11 | -6 | -5 | -2
7 | NC(=O)C1CCN(C(=O)CN(c2cccc(C(F)(F)F)c2)S(=O)(=O)c2ccccc2)CC1 | 2 | 1 | 2 | 6 | -7 | -8 | -1 | 1 | -7 | -2
8 | COc1ccnc(Oc2ccc(F)cc2)c1C(=O)N/C=N/OCc1ccc(Cl)cc1Cl | -4 | 0 | -3 | -3 | -4 | 7 | -10 | -1 | -10 | 2
9 | COC(=O)c1cc(NC(=O)c2ccccc2)c(=O)oc1C | -5 | 1 | -3 | 0 | 4 | 8 | 1 | 0 | -4 | 5
10 | O=C(NCCCN1CCOCC1)c1ccc(NC(=O)C2COc3ccccc3O2)cc1 (centres undefined) | -1 | 0 | -6 | 5 | 6 | 7 | 0 | -3 | -4 | 1
11 | Cc1cc(C)nc(SCc2nnc(SCC(=O)Nc3c(C)cccc3C)o2)n1 | -12 | -1 | -2 | -8 | -2 | -13 | -3 | 1 | -3 | -1
12 | CCc1ccc(OC(C)C(=O)Nc2ccc(S(=O)(=O)Nc3cc(C)on3)cc2)cc1 (centres undefined) | 1 | 1 | 0 | -11 | 2 | 5 | -3 | 36* | 0 | -2
13 | COc1ccc(CC(N)c2csc(Nc3ccc(C(C)=O)cc3)n2)cc1 (centres undefined) | -2 | -1 | 3 | 2 | -12 | 1 | nt | 17 | 2 | -3
14 | CN(C(=O)c1cc2ccccc2cc1O)C1CCCCC1 | -1 | 2 | 3 | -3 | -2 | -8 | -4 | -1 | 6 | 0
15 | Cc1ccc(SCC(=O)NCCc2ccc(F)cc2)cc1 | -25 | 7 | 4 | -15 | 0 | -8 | -2 | -5 | -14 | 4
16 | Cc1oc(S(=O)(=O)N2CCOCC2)cc1C(=O)Nc1ccc(Cl)cc1 | -4 | -1 | -5 | -9 | -6 | -5 | 0 | -1 | -6 | 3
17 | COc1ccc(OCCSc2nc(C)c(Cc3ccccc3)c(=O)[nH]2)cc1 | 2 | -1 | 0 | 4 | -1 | 7 | -5 | 1 | -4 | 0
18 | Cc1sc(-c2ccncc2)nc1OC(=O)c1cc(Cl)cc(Cl)c1 | 9 | -6 | 2 | -1 | -5 | -5 | -1 | 0 | -2 | -2
19 | COc1ccccc1N1CCN(C(=O)CCNC(=O)Cn2ccc3ccccc3c2=O)CC1 | -4 | 4 | 0 | 0 | 6 | -13 | -7 | -4 | 1 | 2
20 | Cc1ccc(S(=O)(=O)N2CCN(C(=O)N3CCCCC3)CC2)c(C)c1 | -2 | -1 | 4 | -1 | 1 | 3 | 0 | 0 | -5 | 1
21 | CCOC(=O)c1c(NC(=O)CSc2nnc3ccccn23)sc2c1CCC2 | -6 | -1 | -1 | 2 | -2 | -6 | -2 | 3 | 2 | 3
22 | Cc1cc(C)c(S(=O)(=O)Nc2ncccc2C)c(C)c1 | 2 | -5 | 1 | -3 | 0 | 9 | -1 | -3 | 1 | -3
23 | COC(=O)c1cc(NC(=O)N2c3ccccc3Sc3ccccc32)cc(C(=O)OC)c1 | -2 | 1 | -1 | -4 | -5 | -4 | -47 | 4 | 4 | 1
24 | CC(C)(C)c1ccc(OCC(=O)N(c2ccccn2)C2CCCCC2)cc1 | -2 | 0 | -2 | -7 | 2 | 2 | -1 | -5 | -6 | 0
25 | O=C(NC(=S)N1CCN(C/C=C/c2ccccc2)CC1)c1ccc(F)cc1 | -2 | -2 | 4 | -5 | 5 | 5 | -5 | -3 | 2 | -2
26 | O=C(c1cc(-c2ccccn2)nc2ccc(Br)cc12)N1CCN(S(=O)(=O)c2ccccc2)CC1 | -2 | 3 | -1 | 11 | 6 | -5 | 3 | 3 | -1 | 0
27 | Cc1ccc(NC(=O)CN(C)S(=O)(=O)c2ccc3c(c2)n(C)c(=O)c(=O)n3C)cc1 | 3 | 0 | 1 | 4 | 0 | 4 | 11 | 1 | 2 | -1
28 | COC(=O)c1ccccc1NC(=O)c1ccc(NS(C)(=O)=O)cc1 | 3 | 4 | -2 | -8 | -2 | -10 | -2 | 4 | -4 | 2
29 | CC1(C)CC(NS(=O)(=O)c2ccc(Cl)cc2)CC(C)(C)N1 | -1 | 2 | 3 | 5 | 1 | 20 | 3 | 0 | -6 | -1
30 | O=C(CCC(NC(=O)OCc1ccccc1)C(=O)O)OCc1ccccc1 (centres undefined) | 2 | 4 | -1 | 7 | 2 | 6 | -1 | 7 | 1 | -3

Compounds listed so far containing a tert-butyl group (2):
entry | structure | TCR-CD3 inh | MBD2 inh | LEDGF integ inh | ABHD4 inh | NPR2 activator | TDP2 absorb | HTRA1 inh | rCAG RNA binder | SIAE primary | PRMT1 inh
1 | CC(C)(C)c1ccc(CC(=O)N2CCC2(C)C(=O)NS(=O)(=O)c2ccccc2C(F)(F)F)cc1 (centres undefined) | 0 | 1 | -4 | 8 | -3 | 2 | nt | 58* | 0 | 8
24 | CC(C)(C)c1ccc(OCC(=O)N(c2ccccn2)C2CCCCC2)cc1 | -2 | 0 | -2 | -7 | 2 | 2 | -1 | -5 | -6 | 0

Compound profiles, from the list above. Values in the order: TCR-CD3 inh	MBD2 inh	LEDGF integ inh	ABHD4 inh	NPR2 activator	TDP2 absorb	HTRA1 inh	rCAG RNA binder	SIAE primary	PRMT1 inh
CCc1ccc(OC(C)C(=O)Nc2ccc(S(=O)(=O)Nc3cc(C)on3)cc2)cc1 (centres undefined) across the screens: 1	1	0	-11	2	5	-3	36*	0	-2
O=C(CCC(NC(=O)OCc1ccccc1)C(=O)O)OCc1ccccc1 (centres undefined) across the screens: 2	4	-1	7	2	6	-1	7	1	-3

New compounds follow
Second line of a record – TCR-CD3 inh, MBD2 inh, LEDGF integ inh, ABHD4 inh, NPR2 activator, TDP2 absorb, HTRA1 inh, rCAG RNA binder, SIAE primary, PRMT1 inh
31. CC(=O)Oc1ccc(-n2c(=O)c3ccccc3c3ccccc3c2=O)cc1
  -2, -4, 4, -4, -4, 1, 7, 4, 14, -1
32. CC(=O)c1cn(Cc2ccccc2)c(=O)n(Cc2ccc(F)cc2)c1=O
  -3, -3, -5, 0, -1, 6, 2, -3, 0, 1
33. Cc1cnc(C(=O)OCC(=O)NC(C)CCc2ccccc2)cn1 (centres undefined)
  5, 0, 0, 0, 2, -1, 8, -1, 3, -2
34. CCNc1nc(NCC)nc(N/N=C/c2ccc(O)c(O)c2)n1
  8, 4, 5, 13, -2, -3, 32, 0, 18*, -1
35. Cc1cc(-n2c(C)cc(C(=O)CSc3ccc4c(c3)OCCO4)c2C)no1
  -5, 2, 2, -12, 0, -9, -18, 1, -2, 22*
36. CCOC(=O)c1cc(=O)[nH]c2ccccc12
  -2, 2, 12, 2, 1, 9, 4, -1, -1, -1
37. COCCCC1CCN(C(=O)c2cc(COc3ccc(C)nc3)on2)CC1
  1, 2, 0, 1, 2, 4, 10, -8, 3, 2
38. C=C(C)COc1ccc(-c2nc(N)nc(C)c2Oc2ccccc2OC)c(O)c1
  5, -2, 1, -1, -13, 5, -31, 1, 2, 1
39. COC(=O)C1CN(Cc2cn(Cc3ccc(C)cc3)nn2)CCS(=O)(=O)N1Cc1ccc(OC)cc1 (centres undefined)
  nt, 1, 0, 2, -2, 2, nt, 4, 3, 1
40. CCOC(=O)C1(C)CCCCCN1C(=O)c1ccco1 (centres undefined)
  6, -4, 1, 0, 1, 4, nt, 0, -4, -3
41. CC(C)CNC(=O)C1(C)CCCN1Cc1ccc(S(C)(=O)=O)cc1 (centres undefined)
  -5, 1, 4, -6, -1, 1, nt, 2, 3, 5
42. COc1cc(O)c(CCC(=O)c2ccc(OC)c(OC)c2)c(OC)c1
  -1, 2, -3, -6, -1, -19, -3, -1, 3, 7
43. COCCc1nc2ccc(C(=O)N3CCCCC3COC)cc2o1 (centres undefined)
  6, -2, 0, 5, 5, 2, -2, -4, 1, -3
44. FC(F)C(F)(F)c1cc(-c2ccccc2)n[nH]1
  2, -4, 3, -6, 1, 0, -2, -1, -1, -2
45. CN(Cc1ccccc1)S(=O)(=O)c1ccc(Cl)nc1
  8, -2, 1, -4, 4, 10, -7, 0, 3, 1
46. COc1cc(N)c(Cl)cc1C(=O)OCC(=O)N(C)C1CCCCC1
  2, -4, 1, 1, 7, -4, -4, -1, -4, 2
47. CCOc1ccc(CNC(=O)c2ccc(Sc3ccc(Cl)cc3)c(NC(C)=O)c2)cc1OC
  5, 2, 3, -6, 5, 9, -19, 4, 2, 1

Entries above that bear a hit mark in PRMT1 inh.
nr | SMILES | TCR-CD3 inh | MBD2 inh | LEDGF integ inh | NPR2 activator | TDP2 absorb | HTRA1 inh | SIAE primary | PRMT1 inh
35 | Cc1cc(-n2c(C)cc(C(=O)CSc3ccc4c(c3)OCCO4)c2C)no1 | -5 | 2 | 2 | 0 | -9 | -18 | -2 | 22*

Numbers 43–44, reprinted for reference:
Second line of a record – TCR-CD3 inh, MBD2 inh, LEDGF integ inh, ABHD4 inh, NPR2 activator, TDP2 absorb, HTRA1 inh, rCAG RNA binder, SIAE primary, PRMT1 inh
43. COCCc1nc2ccc(C(=O)N3CCCCC3COC)cc2o1 (centres undefined)
  6, -2, 0, 5, 5, 2, -2, -4, 1, -3
44. FC(F)C(F)(F)c1cc(-c2ccccc2)n[nH]1
  2, -4, 3, -6, 1, 0, -2, -1, -1, -2
